# From PubChem BioAssay
# TDP1 cell noCPT: qHTS for Inhibitors of human tyrosyl-DNA phosphodiesterase 1 (TDP1): qHTS in cells in absence of CPT; 15% of 420,000 active; DT40 Tdp1-/- hTDP1 cells, no CPT, ATP luminescence, 48 h; Potency, µM (top dose mostly 46.2 µM), without a hit: at the highest dose activity change, negative = growth inhibition, usual class: inhibitors; also: nearly all actives have a fitted effect of over 55% in size
#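 Growth of hTDP1-complemented DT40 Tdp1-knockout cells is measured by ATP luminescence after at least 48 hr compound exposure at 37 °C, with DMSO substituting for the 20 nM CPT used in the parallel screen.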
# GCN5L2 inh: GCN5L2 (KAT2A) acetyltransferase inhibition; Potency, µM (doses to about 58.9 µM), inactives show top-dose activity change, negative = inhibition, most hits filed as inhibitors; 0.21% of 390,000 active; Q92830; AID 504327; GCN5L2 HAT assay, ThioGlo1 CoA-SH fluorescence
# Target sequence (Q92830 whole entry, looked up): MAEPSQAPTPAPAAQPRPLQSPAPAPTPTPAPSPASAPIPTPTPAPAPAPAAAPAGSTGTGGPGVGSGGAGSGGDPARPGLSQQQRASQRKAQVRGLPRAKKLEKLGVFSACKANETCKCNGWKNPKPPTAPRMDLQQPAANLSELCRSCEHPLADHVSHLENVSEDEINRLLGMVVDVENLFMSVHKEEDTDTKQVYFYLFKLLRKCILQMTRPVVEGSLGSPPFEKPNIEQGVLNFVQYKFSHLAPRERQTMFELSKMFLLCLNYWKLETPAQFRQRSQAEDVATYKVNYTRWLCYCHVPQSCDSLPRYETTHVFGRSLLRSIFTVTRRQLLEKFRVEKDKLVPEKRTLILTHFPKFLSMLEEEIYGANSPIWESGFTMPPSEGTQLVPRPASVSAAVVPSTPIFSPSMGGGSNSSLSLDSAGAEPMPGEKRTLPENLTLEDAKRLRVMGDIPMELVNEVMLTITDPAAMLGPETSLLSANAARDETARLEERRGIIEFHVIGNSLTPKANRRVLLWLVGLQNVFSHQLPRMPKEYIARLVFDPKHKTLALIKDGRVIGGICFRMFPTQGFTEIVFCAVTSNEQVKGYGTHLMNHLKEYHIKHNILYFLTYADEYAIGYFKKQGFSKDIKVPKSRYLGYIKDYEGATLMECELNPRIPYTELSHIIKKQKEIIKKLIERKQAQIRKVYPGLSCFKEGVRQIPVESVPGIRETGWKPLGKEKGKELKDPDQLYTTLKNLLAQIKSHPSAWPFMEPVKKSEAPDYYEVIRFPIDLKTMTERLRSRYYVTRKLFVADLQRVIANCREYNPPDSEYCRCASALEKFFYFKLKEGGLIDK
#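 ThioGlo1-coupled HAT assay: 20nM GCN5L2, 70uM acetyl-CoA, 75uM H3(1-25) peptide, pH 7.5. Fluorescence read at 340/540nm at start and after 20 min at room temperature.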
# TDP1 cell CPT: growth inhibition of DT40 Tdp1-/-;hTDP1 cells with camptothecin (screen for TDP1 inhibitors) | chicken DT40 Tdp1-/-;hTDP1 cells + 20 nM CPT, ATP luminescence, 48 h | Potency, µM (top dose mostly 46.2 µM), inactives show at the highest dose activity change, negative = growth inhibition, actives largely listed as inhibitors | 12% of 420,000 active | AID 686979; also: nearly all actives have a fitted effect of over 55% in size
#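 Chicken DT40 Tdp1-/- cells complemented with human TDP1, 400 cells/well, exposed to compounds plus 20 nM camptothecin for at least 48 h at 37 C; viability read as ATP content by CellTiter-Glo luminescence.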
# An asterisk follows results filed as active; ? = inconclusive; . = not tested or not shown; & = joins results of further samples. Calls follow the shape of the dose curve; as a rule, active = well fitted curve in the direction sought with a large enough effect; inconclusive = small, poorly fitted or top-dose-only effect, or another doubt; inactive = no such curve, though single readings can be large; an effect the other way counts as inactive or inconclusive. % is scaled to controls: 0 for no effect and ±100 for the full control effect; potency is read from the fitted curve at half-maximal effect.
mol | TDP1 cell noCPT | GCN5L2 inh | TDP1 cell CPT
CCn1c(CC(=O)Nc2ccccc2Cl)nnc1SCC(=O)NC1CCCC1 | -7% | -6% | 4%
CC(C)(C)S(=O)(=O)N1Cc2ccc(CO)cc2[C@H]1CCO | 0% | . | 0%
CC(=O)Nc1ccc(C)cc1-c1nc2ccccc2n(CC(=O)Nc2cc(Cl)ccc2C)c1=O | 1% | -3% | ?
CC(C(=O)Nc1ccccc1)N(C)CCOc1ccc(Br)cc1 (stereo not given) | -27% | -12% | 1%
O=C(CSC1=NS(=O)(=O)c2cc(Cl)ccc2N1)NCCc1ccccc1 | 8% | -3% | -3%
CC1=C(C#N)CCC(=O)N1Cc1c(C)cc(C)cc1C | ? | -10% | ?
Fc1ccc(NCc2nc3ccccc3n2CCOc2ccccc2Cl)cc1 | ? | -1% | ?
O=C(O)CCN1C(=O)c2ccccc2Sc2ncccc21 | 6% | 18% | 5%
CC(C)[C@H](NC(=O)c1ccccc1F)C(=O)OCC(=O)NC1CC1 | -2% | -10% | 1%
COC(=O)C1=C(C(=O)c2ccc(C)cc2)C(c2ccc(OC)c(OC)c2)n2nnnc2N1 (stereo not given) | -16% | -7% | 4%
COc1cc(-c2nc3cnccn3c2Nc2ccc(C(C)C)cc2)ccc1O | 8.2µM* | -12%&-19% | 9.2µM*
O=C(CN1CCN(C(=O)c2ccco2)CC1)Nc1ccc(Cl)c(S(=O)(=O)N2CCOCC2)c1 | -9% | -3% | -15%
CC(O)c1ccc(Oc2cnccn2)cc1 (stereo not given) | 23% | -4% | -7%
CCOc1ccc(NC(=O)CSc2nnnn2C2CCCC2)cc1 | ? | -1% | -9%
O=C(CN1CCC(n2nnc3cc(C(F)(F)F)ccc32)CC1)N1CCc2ccccc21 | 10µM* | -5% | 13µM*
O=[N+]([O-])c1csc2ccccc12 | -10% | . | 11%
COCCCNC(NC(=O)c1ccc(Cl)cc1)C(Cl)(Cl)Cl (stereo not given) | 16µM* | -7% | ?
CN(Cc1ccccc1)C(=S)Nc1ccc(OC(F)F)cc1 | ? | -8% | -27%
Cc1ccc(S(=O)(=O)N(C)c2ccc3c(c2)C(=O)c2ccccc2-3)cc1 | ? | . | 16µM*
O=S(=O)(c1ccc(N2CCCC2)cc1)C(F)(F)F | 12µM* | -5% | ?
Cc1ccc(OCC(=O)O/N=C(\N)c2ccncc2)c(C)c1 | -20% | 2% | -2%
O=C(Cn1nc(-c2ccccc2)ccc1=O)NCC1COCCO1 (stereo not given) | 5% | 2% | 20%
NC(=O)c1ccc(NC(=O)COC(=O)CCc2ccc(S(=O)(=O)N3CCCCC3)cc2)cc1 | -12% | -2% | -9%
CCCS(=O)(=O)NC(=O)C1(C)CCN(C(=O)c2ccccc2Br)C1 (stereo not given) | -6% | . | -1%
OCCN(CCO)c1nc2ccccc2[nH]1 | 6% | 2% | 2%
COc1ccc(C(=O)N(C)CCCC2CCCC2)cc1OC1CCN(C(C)=O)CC1 | 16µM* | -1% | ?
C[C@H](NS(=O)(=O)OCC(Cl)(Cl)Cl)C1CC1c1ccccc1 (stereo not given in full) | -23% | -12% | -20%
O=C(CO/N=C/c1ccc(Cl)cc1Cl)NNC(=O)c1ccc(Cl)cc1Cl | -12% | -1% | -8%
O=C(O)CCN=CC1=C(O)CC(c2ccccc2)CC1=O (stereo not given) | -8% | -5% | -6%
COc1ccc(OC)c(NC(=O)COC(=O)CSc2ccc(Cl)cc2)c1 | -20% | -8% | -19%
CCOCC(=O)Nc1ccc([N+](=O)[O-])cc1OC | -16% | 1% | 17%
COc1ccc(NC(=O)C2(c3cccs3)CCOCC2)cc1 | 3% | -4% | -2%
O=C(N/N=C/c1ccc2c(c1)OCO2)C(=O)Nc1cccc(Cl)c1 | -2% | -3% | 4%
O=C1CN(C(=O)CSc2nnnn2-c2ccc(Cl)cc2)c2ccccc2N1 | -27% | 0% | -12%
C#CCOCCOCCOCCNc1nc(N2CCN(C(=O)[C@H](CCCN=C(N)N)n3cc(C(N)[C@@H](C)CC)nn3)CC2)nc(N2CCN(C(=O)[C@H](CC(N)=O)n3cc([C@@H](N)C(C)C)nn3)CC2)n1 (stereo not given in full) | 1% | -5% | 5%
CC(C)NC(=O)N1CCCC2(CCN(S(=O)(=O)c3ccccc3)CC2)C1 | -4% | 1% | 4%
CCN(c1cccc(C)c1)S(=O)(=O)c1cnc[nH]1 | -12% | -6% | -7%
CCCn1nc(C(=O)NNC(=O)CCCOc2ccc(C)cc2)c2ccccc2c1=O | -11% | -2% | -13%
Cc1c(C(=O)NC(=S)N(Cc2ccccc2)c2ccccn2)cccc1[N+](=O)[O-] | -29% | -3% | ?
C=CCn1c(SCC(=O)Nc2ccc3c(c2)OCCO3)nnc1-c1ccco1 | ? | -8% | -21%
C[C@H]1CN([C@@H](C)CO)C(=O)CCCn2cc(nn2)CO[C@@H]1CN(C)C(=O)Nc1ccc2c(c1)OCCO2 | -5% | . | 6%
O=C(CCCc1nc(-c2ccccc2)no1)NC1CCCCC1 | -20% | -2% | -23%
Cc1ccc(NC(=O)CN(C)C(=O)COc2ccccc2-c2ccccc2)cc1 | 15µM* | -4% | -29%
COC(C(=O)Nc1ccccc1C(=O)N1CCOCC1)c1ccccc1 (stereo not given) | -19% | -18% | 6%
CCCC(O)(c1ccc(CC)cc1)C(CN1CCOCC1)c1ccccc1 (stereo not given) | 18µM* | -8% | 16µM*
CSc1nc2c(c(=O)[nH]1)C(c1ccc(Cl)cc1)CC(=O)N2 (stereo not given) | ? | -6% | -4%
NC(=S)N=Nc1c(O)[nH]c2ccc(F)cc12 | ? | -4% | ?
Cc1ccc(CCNC(=O)c2ccc(CS(=O)(=O)Cc3ccc(Cl)cc3)o2)cc1 | ? | 1% | ?
CCCn1cc(S(=O)(=O)c2ccc(OCC)cc2)c(=O)c2cc(C)ccc21 | ? | 1% | ?
COc1ccc(-c2oc(=O)c3cc(OC)c(OC)cc3c2/C=C/c2ccc(F)cc2)cc1 | ? | -11% | -8%

# Sorted by molecular weight (lowest first): 5 of the compounds above
mol | TDP1 cell noCPT | GCN5L2 inh | TDP1 cell CPT
CCOCC(=O)Nc1ccc([N+](=O)[O-])cc1OC | -16% | 1% | 17%
CCN(c1cccc(C)c1)S(=O)(=O)c1cnc[nH]1 | -12% | -6% | -7%
O=C(O)CCN=CC1=C(O)CC(c2ccccc2)CC1=O (stereo not given) | -8% | -5% | -6%
COc1ccc(C(=O)N(C)CCCC2CCCC2)cc1OC1CCN(C(C)=O)CC1 | 16µM* | -1% | ?
O=C(CO/N=C/c1ccc(Cl)cc1Cl)NNC(=O)c1ccc(Cl)cc1Cl | -12% | -1% | -8%

# Additional results follow.
mol | TDP1 cell noCPT | GCN5L2 inh | TDP1 cell CPT
O=C(CN(CCCN1CCOCC1)C(=O)Cn1nnc(-c2ccc(F)cc2)n1)NC1CCCCC1 | -20% | 1% | -9%
CN(C)C(=O)NC1C=CS(=O)(=O)C1 (stereo not given) | 6% | -4% | 17%
CCOc1ccc(N(CC(=O)N/N=C/c2ccccn2)S(=O)(=O)c2ccc(Cl)cc2)cc1 | 21µM* | -8% | ?
CCOC(=O)c1cnc(SC)nc1Oc1cccc(NC(=O)c2ccc(C)cc2)c1 | 15µM* | -4% | ?
COc1cc(/C=N/n2c(-c3ccccc3)n[nH]c2=S)cc(OC)c1OC | ? | -1% | 2%
C/C(=N\Nc1cc(C(F)(F)F)ccc1Cl)c1ccccc1O | ? | -14% | 3%
Cc1ccc(-n2cc(CN3CCN(c4ccccn4)CC3)c(-c3ccc(F)cc3)n2)cc1 | 16µM* | 0% | 4%
CC1(C(=O)NCc2ccccc2)Cc2c(-c3cccc(C(F)(F)F)c3)ccnc2O1 (stereo not given) | 5.8µM* | . | 3.7µM*
O=C(Cc1ccc(S(=O)(=O)N2CCCCC2)cc1)NCc1ccc(Cl)cc1 | -24% | -18% | 29µM*
CC1CC(C)CN(S(=O)(=O)c2ccc3c(c2)n(C)c(=O)c(=O)n3C)C1 (stereo not given) | -6% | -8% | 1%
CCC(=O)N1c2ccc(S(=O)(=O)N3CCCCCC3)cc2CC1C (stereo not given) | ? | 2% | ?
COc1ccc(C(=O)NC(=S)Nc2nnn(C)n2)cc1 | -12% | 1% | -9%
CCCCS(=O)(=O)N1CCCC(C(=O)Nc2ccc(Cl)cn2)C1 (stereo not given) | -25% | 0% | 8%
Cc1ccc(Cl)cc1N1CCN(c2ncnc3onc(C)c23)CC1 | 5.8µM* | 3% | 6.5µM*
COc1ccc(CN2CCC2(C)C(=O)Nc2cnc3ccccc3c2)c2ccccc12 (stereo not given) | ? | . | ?
O=C(Oc1ccccc1C(=S)N1CCOCC1)c1ccccc1 | -3% | -1% | 3%
Cc1ccc(S(=O)(=O)N2CC3C(=O)C[C@@H](c4ccccc4)N(S(=O)(=O)c4cccc(Cl)c4)C3CC2c2ccccc2)cc1 (stereo not given in full) | 23µM* | . | ?
COc1ccc(CSc2nnc(Cc3sc(-c4ccccc4)nc3-c3ccccc3)o2)cc1 | ? | -7% | ?
O=C(CN(C(=O)CCC(=O)Nc1ccccn1)C1CCCC1)NCc1ccccc1 | -15% | -5% | 4%
CCC(=O)Oc1ccc2oc(=O)cc(C)c2c1 | 2% | -5% | -7%
O=c1c2cc3c(=O)n(-c4ccccc4O)c(=O)c3cc2c(=O)n1-c1ccccc1O | 3% | -1% | 11%
COC(=O)c1ccc(NC(=O)CN2C(=O)CNC2=O)cc1 | -21% | -2% | 2%
O=C(O)CN1C(=O)/C(=C/c2ccccc2Br)Oc2ccccc21 | 2% | -7% | 0%
CN(C(=O)CCOc1ccccc1)c1c(N)n(Cc2ccccc2)c(=O)[nH]c1=O | 11% | 0% | 10%
CCN(CC)c1ccc(C(=O)NC(=S)N2CCN(Cc3ccc4c(c3)OCO4)CC2)cc1 | -21% | 0% | ?
CCOC(=O)c1cnc2c(C)cc(C)cc2c1NCCN1CCOCC1 | 16µM* | -2% | 18µM*
CC(C)c1cc(-c2cc(C(=O)Nc3ccccc3)on2)nc(NC2CCCC2)n1 | ? | . | 26µM*
Brc1ccc(/C=N/Nc2ccccn2)cc1 | -20% | -5% | -1%
COc1ccccc1CNC(=O)CN1C(=O)c2cccc(N)c2C1=O | 3% | -17% | 5%
OC(c1ccccc1)(c1nc(-c2cc3ccccc3o2)cs1)C(F)(F)F (stereo not given) | 16µM* | . | 21µM*
O=C(CSc1ccc([N+](=O)[O-])cc1)OCC(=O)N1CCCC1=O | -5% | -4% | 1%
O=S(=O)(NCc1cccs1)NCc1ccccc1F | -14% | -1% | -9%
CN(C(=O)c1cccc(NC(=O)Cc2ccc(NC(=O)C3CCN(C(=O)C4CCC4)CC3)cc2)c1)C1CCC1 | ? | . | ?
Clc1ccc(SCc2nc3ccccc3[nH]2)cc1 | ? | -8% | -30%
CCC1CCCCN1C(=O)CCc1nnc(C2CCCCC2)o1 (stereo not given) | 3% | -7% | 3%
COc1ccccc1N1CCN(C(=O)c2oc3ccccc3c2C)CC1 | 21µM* | ? | 16µM*
CCCCN(C)CCCNC(=O)C1CCN(c2nc3ccc(CC)cc3s2)CC1 | 5.8µM* | -1% | 6.5µM*
CCOc1ccc(CCNc2ncnc3onc(-c4ccc(F)cc4)c23)cc1OCC | 23µM* | -1% | ?
O=C(Cc1coc(-c2ccc(F)cc2)n1)NCc1ccccc1 | ? | -2% | -22%
CCc1nn(CC(=O)NCCN2CCN(C)CC2)c(=O)c2cc3occc3n12 | 7% | -5% | 7%
COc1ccc(/C=C(/C#N)c2nc(-c3ccc(Br)cc3)cs2)cc1 | 23µM* | -10% | ?
CCCN(CCC)CC(O)Cn1cc(/C=C/C(=O)c2ccc(C)cc2)c2ccccc21 (stereo not given) | 21µM* | -18% | ?
O=C(NCCCN1CCCC1=O)Nc1cc(Cl)ccc1Cl | 17% | -2% | -14%
CC(=O)c1ccc(N(CC(=O)NCCc2ccccc2)C(=O)c2csnn2)cc1 | -27% | -1% | 4%
Cc1cc(OCC(O)CN2C(C)CCCC2C)ccc1C(C)C (stereo not given) | ? | 16% | -7%
CC(=O)C1=C(C)NC(C)=C(C(C)=O)C1c1ccccc1 | -1% | 4% | 1%

# Record cards, as listed above:
# NC(=O)c1ccc(NC(=O)COC(=O)CCc2ccc(S(=O)(=O)N3CCCCC3)cc2)cc1 across the screens: TDP1 cell noCPT: -12%; GCN5L2 inh: -2%; TDP1 cell CPT: -9%
# C=CCn1c(SCC(=O)Nc2ccc3c(c2)OCCO3)nnc1-c1ccco1 across the screens: TDP1 cell noCPT: ?; GCN5L2 inh: -8%; TDP1 cell CPT: -21%
